# Screening data: PubChem BioAssay, NMMLSC
# Bcl-W Bim block: human Bim-Bcl-W interaction inhibition. inhibition, % at 10 µM. 190,000 tested, 0.02% active. Q92843. bead-based flow cytometry, Bim peptide-Bcl-W binding;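 further: 0% = bound tracer without compound and 100% = peptide blocker; higher means less fluorescent Bim peptide bound to Bcl-W beads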
# Target sequence (Q92843 whole entry, looked up): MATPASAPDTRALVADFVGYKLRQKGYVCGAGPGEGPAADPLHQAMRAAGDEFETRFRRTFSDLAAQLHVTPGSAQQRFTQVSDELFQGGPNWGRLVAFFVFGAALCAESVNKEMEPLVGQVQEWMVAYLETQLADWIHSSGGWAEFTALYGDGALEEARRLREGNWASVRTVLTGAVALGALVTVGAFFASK
# Bim-Bcl-2: human Bim-Bcl-2 interaction inhibition | P10415 | Bead-based flow cytometry, Bim peptide-Bcl-2 binding | inhibition, % at 10 µM | 190,000 tested, 0.06% active | AID 950; in the data active means inhibition above about 40%; inconclusive means no clear call, values can overlap the other calls;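 further: 0% = no compound wells with probe peptide and 100% = reference peptide inhibitor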
# ABCB1 block: human ABCB1 inhibition, ABCG2 as counter-screen. P08183. CCRF-Adr cells, JC-1 efflux, flow cytometry. inhibition, % at 6.6 µM. 190,000 tested, 0.067% active. AID 1326; in the data active means inhibition above about 40%;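 further: 0% = vehicle and 100% = reference inhibitor; higher value means more JC-1 retained so stronger ABCB1 efflux block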
# Bfl-1 Bim block: human Bim-Bfl-1 interaction inhibition; Q16548; Bead-based flow cytometry, Bim-Bfl-1 binding inhibition; inhibition, % at 10 µM; 190,000 tested, 0.12% active;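 further: 0% = wells without compound plus tracer and 100% = blocker peptide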
# Bim-Bcl-B: disrupts Bim peptide binding to human Bcl-B; AID 951; 190,000 tested, 0.073% active; bead-based flow cytometry; inhibition, % at 10 µM;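 further: 0% = tracer peptide without compound and 100% = reference inhibitor peptide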
# Target sequence (Q9HD36 whole entry, looked up): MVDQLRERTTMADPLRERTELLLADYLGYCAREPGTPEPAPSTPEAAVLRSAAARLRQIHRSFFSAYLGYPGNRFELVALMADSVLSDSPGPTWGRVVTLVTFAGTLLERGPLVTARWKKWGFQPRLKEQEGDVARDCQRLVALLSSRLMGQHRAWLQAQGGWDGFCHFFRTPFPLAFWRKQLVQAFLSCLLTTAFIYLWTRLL
# ABCG2 inh: human ABCG2 inhibition, ABCB1 as counter-screen; Q9UNQ0; 190,000 tested, 0.1% active; IgMXP3 cells, JC-1 efflux, flow cytometry; inhibition, % at 6.6 µM;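 active means inhibition above 80%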;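 further: 0% = DMSO and 100% = nicardipine control wells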
# Target sequence (Q9UNQ0 whole entry, looked up): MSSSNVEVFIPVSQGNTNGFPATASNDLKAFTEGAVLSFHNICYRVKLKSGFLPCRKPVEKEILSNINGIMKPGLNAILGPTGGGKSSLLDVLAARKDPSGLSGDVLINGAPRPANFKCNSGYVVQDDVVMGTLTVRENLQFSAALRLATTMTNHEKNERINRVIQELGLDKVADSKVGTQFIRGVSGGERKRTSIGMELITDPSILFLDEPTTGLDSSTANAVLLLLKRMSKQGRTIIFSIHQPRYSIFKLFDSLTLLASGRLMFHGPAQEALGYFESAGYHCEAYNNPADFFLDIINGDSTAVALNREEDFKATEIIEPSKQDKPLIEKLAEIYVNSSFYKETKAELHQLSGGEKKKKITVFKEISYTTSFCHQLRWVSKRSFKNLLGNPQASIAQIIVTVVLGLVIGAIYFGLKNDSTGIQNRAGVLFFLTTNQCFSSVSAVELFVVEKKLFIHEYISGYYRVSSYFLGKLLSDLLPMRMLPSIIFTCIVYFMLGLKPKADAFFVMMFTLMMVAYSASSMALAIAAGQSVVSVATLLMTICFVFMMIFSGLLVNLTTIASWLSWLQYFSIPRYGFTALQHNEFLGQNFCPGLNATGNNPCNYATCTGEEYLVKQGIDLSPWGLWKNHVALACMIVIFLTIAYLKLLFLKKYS
#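 test system = two drug-resistant human cell lines, ABCG2 and ABCB1 | amount = 3 million cells/mL final, two lines in 1:1 ratio | reagent = JC-1 transporter substrate | doses = one concentration, 6.6 µM final | incubation = 10 min at 25 °C | signal = flow cytometric JC-1 green MFI at 530 nm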
# RGS4-Gao reg: human RGS4-Galphao interaction regulation; 220,000 tested, 0.33% active; AID 1415; Multiplexed bead flow cytometry, RGS4-Galphao binding; actives lie on both sides; P09471; binding response (% of control), % at 10 µM; in the data active means binding response below about 49% or above about 150%; inactive means in between;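 further: fluorescent Galphao activated with aluminum fluoride binding bead-coupled RGS4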
# RGS7-Gao reg: regulators of human RGS7-Galphao interaction. Multiplexed bead flow cytometry, RGS7-Galphao binding; actives lie on both sides. binding response (% of control), % at 10 µM. 220,000 tested, 0.35% active. AID 1439; in the data active means binding response below about 49% or above about 150%; inconclusive means no clear call, values can overlap the other calls; inactive means in between;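 further: fluorescent Galphao held in activated GDP-AlF4 state binding bead-coupled RGS7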
# Bim-Bcl-XL: human Bim-Bcl-XL interaction inhibition. Q07817. Bim peptide-Bcl-XL binding, bead flow cytometry, fluorescence. inhibition, % at 10 µM. 190,000 tested, 0.04% active
# Avidin bead fluor: avidin bead compound fluorescence profile; Avidin beads, compound fluorescence 488/530 nm, flow cytometry; active compounds read high; fluorescence (KMESF) at 10 µM; 220,000 tested, 0.38% active; AID 1775; in the data active means fluorescence above about 47; further: inactives centre near 10
# GSH bead fluor: GSH bead compound fluorescence profile | 190,000 tested, 0.25% active | fluorescence (KMESF) at 10 µM | GSH beads flow cytometry, compound fluorescence 488/530 nm; active compounds read high; in the data active means fluorescence above about 89;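 further: glutathione beads carrying GST-tagged Bcl family fusion proteins plus one bare bead set; values are compound well signal with DMSO vehicle wells as background; inactives centre near 16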
# * hit, by the source's call; ? = inconclusive; / = not tested or not shown. Unless noted, no stated cut-off is given here; in the data, active means inhibition above about 40%.
SMILES,Bcl-W Bim block,Bim-Bcl-2,ABCB1 block,Bfl-1 Bim block,Bim-Bcl-B,ABCG2 inh,RGS4-Gao reg,RGS7-Gao reg,Bim-Bcl-XL,Avidin bead fluor,GSH bead fluor
COc1ccc(-n2c(COc3cccc4ccccc34)nnc2SCC#N)cc1,4,10,1.7,7,5,6,109,112,8,13,23
COc1ccc(NS(=O)(=O)c2cccc(C(=O)NNC(=O)NCCCl)c2)cc1,0,0,0.0,-4,0,0,103,100,-2,11,12
O=C(NCc1ccccc1)c1ccc(CSc2ccccc2)o1,0,-6,0.3,-5,-4,5,101,101,-2,9,17
O=[N+]([O-])c1ccc(N2CCN(c3nc(-c4ccc(Cl)cc4)cs3)CC2)cc1,2,-1,-0.2,3,3,0,76,88,-1,9,9
COc1ccc(/C=C/C(=O)NC(C)(C)C)cc1S(=O)(=O)N1CCOCC1,-1,-5,1.4,-9,-7,5,100,98,-4,14,13
C=CCNC(=O)C(C)N1C(=O)c2ccccc2C1=O (stereo unspecified),-1,-1,-0.4,2,0,0,95,96,4,11,35
CC1=C(C(N)=O)C(c2ccccc2)n2nc(-c3cccc(C)c3)nc2N1 (stereo unspecified),-5,-8,0.7,-9,-8,8,103,102,-9,25,14
Cc1cc2c(cc1C)C(c1cccc([N+](=O)[O-])c1)CC(=O)N2 (stereo unspecified),-5,-10,3.1,-16,-13,17,101,98,-11,15,13
CC(C)Oc1ccc(/C=N/NC(=O)C2CCCN2S(=O)(=O)c2ccc(Cl)cc2)cc1 (stereo unspecified),-2,-5,1.6,-4,-3,14,107,106,-4,11,29
Cc1ccc(NC(=O)c2cc(-c3ccc(C)o3)nc3ccccc23)cc1,0,2,0.8,12,-1,3,90,99,-2,7,24
CCn1c(SCC(=O)N/N=C/C=C/c2ccccc2[N+](=O)[O-])nnc1-c1ccccc1,-5,-2,1.7,-11,-9,35,100,100,-5,6,18
CN1C(=O)/C(=C/c2cccc(Cl)c2)Sc2ccc(C(=O)NCc3cccnc3)cc21,-2,2,0.5,4,3,7,97,90,1,8,19
CC(NS(=O)(=O)c1ccc(Br)cc1)C(c1cccs1)N1CCOCC1 (stereo unspecified),-3,-2,0.2,-3,-3,1,100,99,-6,6,17
Cc1nnc(SCc2nc3ccccc3nc2C)s1,-1,-2,0.0,0,-2,0,94,94,0,15,11
Brc1ccc(-c2nc(-c3ccccc3)no2)o1,3,-10,0.8,-14,-7,4,96,94,-7,7,40

# Brought forward from above: 6 entries, followed by the next part.
SMILES,Bcl-W Bim block,Bim-Bcl-2,ABCB1 block,Bfl-1 Bim block,Bim-Bcl-B,ABCG2 inh,RGS4-Gao reg,RGS7-Gao reg,Bim-Bcl-XL,Avidin bead fluor,GSH bead fluor
Cc1ccc(NC(=O)c2cc(-c3ccc(C)o3)nc3ccccc23)cc1,0,2,0.8,12,-1,3,90,99,-2,7,24
CCn1c(SCC(=O)N/N=C/C=C/c2ccccc2[N+](=O)[O-])nnc1-c1ccccc1,-5,-2,1.7,-11,-9,35,100,100,-5,6,18
CN1C(=O)/C(=C/c2cccc(Cl)c2)Sc2ccc(C(=O)NCc3cccnc3)cc21,-2,2,0.5,4,3,7,97,90,1,8,19
CC(NS(=O)(=O)c1ccc(Br)cc1)C(c1cccs1)N1CCOCC1 (stereo unspecified),-3,-2,0.2,-3,-3,1,100,99,-6,6,17
Cc1nnc(SCc2nc3ccccc3nc2C)s1,-1,-2,0.0,0,-2,0,94,94,0,15,11
Brc1ccc(-c2nc(-c3ccccc3)no2)o1,3,-10,0.8,-14,-7,4,96,94,-7,7,40
Cc1ccc(C)c(NC(=O)CSc2nnc(-c3ccccc3)o2)c1,-2,-6,0.5,-7,-6,3,100,95,-8,6,23
CCOc1nc(NCCN2CCOCC2)nc(Nc2ccc([N+](=O)[O-])cc2)n1,-2,1,0.5,1,3,8,103,102,0,10,17
CCO[C@H]1OC(C(=O)N2CCN(C)CC2)=C[C@@H](c2coc3ccccc3c2=O)[C@@H]1CCCO,-2,-1,0.7,-5,-1,5,97,98,-5,6,17
O=C(Oc1ccc(-c2cnc3ccccc3n2)cc1)c1ccc(Br)o1,13,7,0.0,38,-17,0,77,97,3,16,7
O=C(CN1CCOCC1)Nc1ncccn1,0,-3,0.2,-2,-5,1,101,98,0,36,19
CCOC(=O)c1ccccc1NC(=O)/C=C/C(=O)O,0,1,5.1,-2,-2,5,101,103,-1,15,8
CC(C)=CCN1CCN(Cc2ccc(Oc3ncccn3)cc2)CC1CCO (stereo unspecified),0,1,1.0,-5,-6,2,97,99,-1,11,13
COc1ccc(Br)cc1/C=C\C(=O)NCc1cccnc1,-1,0,-3.6,-4,-4,39,102,102,-2,8,15
CN(C)/C=C1\C(=O)N(C)N=C1C(F)(F)F,0,-1,-0.3,-6,-1,-2,100,99,0,8,15
CCN(CC)C(=O)C1CCCN(Cc2ccc(N(C)C)cc2)C1 (stereo unspecified),0,-1,0.1,0,-4,-2,101,100,-5,23,12
O=C(NC1CCCCCCC1)C1c2ccccc2C(=O)N1Cc1cccs1 (stereo unspecified),-4,-6,1.4,-11,-9,4,99,90,-8,17,17
CCCn1c2ccc(F)cc2c2nnc(NN)nc21,-13,-2,0.1,5,-1,2,105,103,-16,20,8
O=C(NNC1CC(=O)N(c2ccc(Cl)cc2)C1=O)c1ccccc1Cl (stereo unspecified),2,1,0.2,-2,0,5,98,99,1,10,19
CN(C)S(=O)(=O)c1cccc(NC(=O)COC(=O)c2ccc3c(c2)OCO3)c1,0,-1,0.0,0,-3,0,99,96,-6,13,9
O=C(Nc1ccc(Br)cc1F)C1CCCN(S(=O)(=O)c2cnc[nH]2)C1 (stereo unspecified),0,-5,0.1,-10,-5,1,99,99,-1,7,14
Cc1ccc(-c2noc(-c3ccccc3C(=O)N3CCCC3)n2)cc1,0,-3,0.3,-13,-3,1,102,102,-4,16,39
CCOc1ccc(S(=O)(=O)N(CC(=O)N/N=C/c2ccc(-c3ccc([N+](=O)[O-])cc3)o2)c2ccccc2)cc1,9,8,-0.4,7,0,-1,84,92,6,14,9
CC(C(=O)Nc1ccccc1Cl)N(c1ccccc1)S(C)(=O)=O (stereo unspecified),-3,0,0.9,2,0,3,102,104,-2,3,9
NC1=NC2(CCN(Cc3ccccc3)CC2)n2c(nc3ccccc32)N1,-3,-9,0.2,-15,-8,3,104,103,-3,14,38
CCCCC(=O)NC(c1ccc([N+](=O)[O-])cc1)c1c(O)ccc2ccccc12 (stereo unspecified),/,?,5.5,/,/,8,96,96,/,17,58
CC1(C)Cc2ccccc2-c2nnc(-c3ccccn3)n21,0,-9,0.7,-16,-9,1,99,99,0,10,31
Cc1sc2c(c1C)c(=O)nc1scc(CC(=O)O)n12,0,-7,0.9,-18,-9,15,100,99,-12,13,34
COc1cc(CCN2C(=O)c3cccc4cccc(c34)C2=O)c(S(=O)(=O)NCCCO)cc1OC,-1,-5,2.8,-14,-6,40,102,101,-6,13,31
O=C1CCN(C(=O)Nc2ccccc2Cl)N1,0,-11,1.0,-17,-9,10,104,102,-5,12,38
CCNC(=S)NNC(=S)NCc1ccccc1,-7,-1,0.8,1,-23,0,99,100,-11,4,9
COc1cccc(-n2nnnc2SCC(=O)Nc2cccc(NC(C)=O)c2)c1,14,20,0.3,26,17,27,101,99,24,11,25
CCC(CO)NC1=CC(=O)CCC1 (stereo unspecified),-1,-1,-1.9,-4,-1,3,98,99,-2,12,16
C=CCn1c(SCC(=O)N2CCCCC2)nnc1-c1ccncc1,-5,-6,0.3,-3,-3,3,100,101,-4,10,17
Cc1ccnc(N2CCC(C(=O)Nc3cccc(C(F)(F)F)c3)CC2)n1,1,-5,0.7,1,0,21,98,100,0,5,13
COc1ccc(NC(=O)c2ccc3ccccc3c2)cc1NS(=O)(=O)c1ccc(F)cc1,0,1,-0.4,2,-3,-3,101,100,-1,2,6
Cc1ccccc1OCc1nc(-c2ccc(-n3cccc3)cc2)no1,-1,-6,0.2,-12,-7,1,103,104,-6,9,22
C#CCOC(=O)c1ccccc1C(=O)OCC#C,-5,-3,0.6,1,-2,2,100,99,0,9,20
O=C(Nc1cccc(C(F)(F)F)c1)c1ccco1,0,-8,0.0,-10,-10,3,99,100,-4,6,24
CCc1c(SCCC(=O)O)nc2ccccc2c1C,-4,-7,0.6,-6,-7,4,104,109,-6,21,14
CC12CCC(C)(c3nc4ccccc4nc31)C2(C)C,-1,1,0.9,-2,0,3,103,100,0,15,19
CCC/C(=N\NC(=O)CNC(=O)/C=C/c1ccco1)c1ccccc1,-5,-6,-0.1,-12,-6,0,102,100,-5,11,15
CC1=NC2(CCCc3c2no[n+]3[O-])N(O)C1(C)C (stereo unspecified),2,0,0.6,0,1,3,102,102,-2,39,23
CC1=NN(c2ccccc2)C(=O)/C1=C/C=C/c1ccccc1,-3,-9,0.1,-10,-8,12,99,99,-5,11,12
CCOC(=O)Cc1nn(Cc2ccc(Cl)cc2)c(=O)c2ccccc12,1,-1,2.1,-9,-3,8,99,?,-1,11,10
Cn1cccc1CNC1CCCCC1,5,0,/,1,14,/,75,82,5,0,14
CC(=O)c1nn(-c2ccc(Br)cc2)cc1C(=O)c1ccco1,-2,2,0.8,0,-6,12,102,99,-4,5,19
Cc1ccc(S(=O)(=O)N(CC(=O)NN=C2CCN(C)CC2)c2ccc(F)cc2)cc1,0,-3,-0.5,-2,-5,-3,97,97,-2,5,20
Cc1nc(N2CCN(S(=O)(=O)c3ccccc3)CC2)c2cc(-c3ccccc3)sc2n1,1,-4,1.4,-5,-3,1,99,99,-3,4,18
CCN(C(=O)C(C)Cl)c1ccccc1 (stereo unspecified),-2,-4,-0.1,-6,-5,0,100,103,-3,12,12
Clc1ccc(-c2nnc3sc(Cc4cccs4)nn23)c(Cl)c1,0,0,0.4,2,-1,4,95,99,4,16,21
CC(=O)O[C@H]1CC[C@H]2[C@@H]3CCc4cc(O)ccc4[C@H]3CC[C@]12C,1,-1,-0.2,2,-6,1,100,99,-2,10,21
CCC(C)NC(=O)Cn1nc(C(F)(F)F)c2c1CCCC2 (stereo unspecified),3,12,0.4,6,2,0,100,99,3,22,21
O=C1C2C3C=CC(CC3)C2C(=O)N1/N=C/c1c(O)ccc2ccccc12 (stereo unspecified),2,-2,0.3,-1,0,2,103,107,0,11,24
COc1ccc(NC(C)=O)cc1NC(=O)CN1CCN(S(=O)(=O)c2ccc(C(C)C)cc2)CC1,-1,-1,0.1,0,0,1,99,100,1,15,15
Cc1csc2ncc(C(=O)Nc3ccon3)c(=O)n12,-1,-3,0.6,0,-4,23,101,100,-5,32,26
O=C(CSCc1ccc(Cl)cc1)Nc1ccc(S(=O)(=O)N2CCCCCC2)cc1,-5,-7,0.3,-4,-4,10,104,102,-7,9,11
